GPR55 antagonists: GPR55 antagonists blocking LPI-driven arrestin recruitment, primary screen, imaging, U2OS, beta-arrestin-GFP, LPI agonist (AID 2013). U2OS GPR55 beta-arrestin-GFP translocation imaging, LPI antagonism; higher % means a stronger effect. inhibition, % at 10 µM, or IC50 in µM where a hit was titrated. 0.13% of 290,000 active;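 active = spots per cell inhibited over 60%, with over 100 cells counted and total cytoplasm intensity under 500,000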;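 note: U2OS cells stably carrying GPR55 and arrestin-GFP stimulated by 5 µM LPI near EC80; imaged beta-arrestin-GFP aggregate spots per cell after agonist stimulation; plate controls were LPI-stimulated DMSO wells for no effect and DMSO wells without LPI for full effect; some results filed as inactive read as strong as hits; confirmed hits need IC50 under 10 µM and bright autofluorescent wells are also inconclusive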
K1F lysis inhibition: protection from phage-mediated lysis, alamar blue read-out – E. coli UTI89, K1F phage, bacterial capsule biogenesis inhibitors (AID 488966); one-dose inhibition, % at 100 µM; IC50 in µM for titrated hits; E. coli UTI89 K1F phage lysis, alamar blue, 2 h; higher % means a stronger effect; 0.02% of 340,000 active;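 active = phage lysis inhibition, versus mean bacterial control, above a set limit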;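 note: capsule biogenesis inhibitors block K1F phage lysis so surviving cells raise fluorescence; higher fluorescence means more inhibition of phage lysis; actives were called in the ten point dose series up to 300 µM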
KOR beta-arrestin-1: KOR antagonists, beta-arrestin recruitment, cell-based, luminescence, uHTS (AID 1778). KOR beta-arrestin recruitment, luminescence, antagonist mode; higher % means a stronger effect. one-dose inhibition, % at 10 µM; IC50 in µM for titrated hits. 0.091% of 290,000 active; in the data active = inhibition above about 50%; note: strong numbers were not always called active
NTR1 ag: agonists of NTR1, primary screen, imaging, U2OS cells, beta-arrestin-GFP, high content (AID 493036). NTR1-U2OS beta-arrestin-GFP spot imaging, agonist mode. activation, % at 20 µM. 0.17% of 330,000 active;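 active = activation at or above 40% of the spot to cytoplasm intensity ratio, with at least 20 cells analyzed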;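 note: 0% = DMSO without peptide and 100% = 100 nM NTR1 peptide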
Target sequence (P30989 whole entry, looked up): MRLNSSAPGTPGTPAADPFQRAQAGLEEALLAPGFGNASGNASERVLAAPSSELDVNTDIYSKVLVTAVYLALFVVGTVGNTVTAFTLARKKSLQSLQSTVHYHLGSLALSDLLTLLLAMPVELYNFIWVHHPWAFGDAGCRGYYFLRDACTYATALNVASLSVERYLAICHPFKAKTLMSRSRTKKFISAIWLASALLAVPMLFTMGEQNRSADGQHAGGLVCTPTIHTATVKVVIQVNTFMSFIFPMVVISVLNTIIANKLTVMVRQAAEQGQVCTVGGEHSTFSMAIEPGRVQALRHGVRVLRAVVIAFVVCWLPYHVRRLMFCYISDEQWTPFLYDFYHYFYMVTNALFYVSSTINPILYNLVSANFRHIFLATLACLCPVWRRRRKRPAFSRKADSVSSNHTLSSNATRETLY
GPR35 arrestin U2OS: GPR35 antagonists blocking zaprinast-driven arrestin recruitment, primary screen, imaging, U2OS, beta-arrestin-GFP, zaprinast agonist (AID 2058); U2OS GPR35 beta-arrestin-GFP translocation imaging, zaprinast antagonism; higher % means a stronger effect; inhibition, % at 10 µM; hits with a dose series show IC50 in µM; 0.052% of 290,000 active;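 active = inhibition of at least 50% with at least 30 cells and total cytoplasm GFP at most 10,000,000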
NOD1 inhibition: NOD1 signaling inhibitors, primary screen, cell-based, luminescence, uHTS (AID 1578) | NOD1-driven NF-kB luciferase reporter cells, luminescence; higher % means a stronger effect | inhibition, % at 4 µM, or EC50 in µM where a hit was titrated | 1% of 290,000 active; in the data active = inhibition mostly above about 36%, no sharp cut-off; inactive = mostly below about 34%;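 note: HEK-293T reporter cells stimulated with the NOD1 agonist gamma-tri-DAP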
KOR beta-arrestin-2: kappa opioid receptor activators – cell-based, luminescence, uHTS, primary screen (AID 1777). KOR beta-arrestin recruitment, luminescence; higher % means a stronger effect. activation, % at 10 µM; hits with a dose series show EC50 in µM. 0.02% of 280,000 active; in the data active = activation above about 50%, passing the limit was not always enough; note: a part of the inactive calls stands beside numbers as strong as those of hits
GPR55 activation: GPR55 agonists via beta-arrestin recruitment, primary screen, imaging, U2OS cells, beta-arrestin-GFP redistribution (AID 1961); U2OS GPR55 beta-arrestin-GFP redistribution imaging; higher % means a stronger effect; one-dose activation, % at 10 µM; EC50 in µM for titrated hits; 0.048% of 290,000 active;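 active = activation above 40% with more than 50 cells counted in the well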;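 note: U2OS osteosarcoma cells stably expressing GPR55 and beta-arrestin-GFP; plate controls were DMSO negative control for no effect and LPI positive control for full effect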
Rac1 GTP hydrolysis: MgcRacGAP GTPase-activating activity inhibitors, confirmation, biochemical, ADP Hunter fluorescence. MgcRacGAP-stimulated Rac1 GTP hydrolysis, ADP Hunter fluorescence; higher % means a stronger effect; GST-tagged Rac1 F28L mutant substrate. inhibition, % at 30 µM; hits with a dose series show IC50 in µM. 0.6% of 340,000 active. AID 624330;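 active = first-screen hits whose inhibition reached a set limit at any dose in the follow-up dose series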;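 note: fluorescence reports GDP produced by GAP-driven GTP hydrolysis; strong numbers were not always called active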
NTR1 ag cell count 20 µM: second read-out of NTR1 ag, no call of its own (marks repeat the call); cell count; measured here: cell count, cytotoxicity flag
Starred values were filed as active, the others as inactive; . = not tested or not shown; [ ] = another dose, or the depositor's remark. Not all compounds are listed; rates above refer to the full screens.

Second line of a record: KOR beta-arrestin-1, NOD1 inhibition, NTR1 ag, Rac1 GTP hydrolysis, KOR beta-arrestin-2, GPR35 arrestin U2OS, GPR55 antagonists, GPR55 activation, K1F lysis inhibition, NTR1 ag cell count 20 µM
O=C(Cc1ccc(NC2=NC3CS(=O)(=O)CC3S2)cc1)Nc1ccc(F)cc1 (stereo not drawn)
 : 18%[20 µM], 3%, 1.4, 15%, -1.7%, 11%, -9%, -0.1%, 0.5%, 62
CN(C)C=Nc1c(Br)cc(Br)c2nonc12
 : 4%, 5%, 8.8, 1%, -1.2%, 10%, 17%, -0.1%, 0.8%, 46
CCOCCCNC(=O)C(c1ccc(Cl)cc1)N1CCN(C(=O)c2ccco2)CC1 (stereo not drawn)
 : -36%, -18%, -0.5, 7%, 3.5%, -3%, 3%, 0.7%, 4.0%, 94
Cn1c(=O)c2c(=O)cc(NNC(=O)CC#N)[nH]c2n(C)c1=O
 : -31%[20 µM], -23%, -2.5, -4%, -14%, -8%, -7%, 0.0%, 0.6%, 89
Cc1ccc(OCCC(=O)OCc2csc(CC(=O)Nc3ccccc3C)n2)cc1
 : 17%, -7%, 1.1, 3%, 0.7%, -6%, 16%, 0.2%, 0.3%, 67
O=C(c1cnn2ccccc12)N1CCCc2ccccc21
 : -4%, -17%, 1.1, 8%, -9.7%, -2%, 0%, -0.1%, 0.1%, 76
COC(=O)Nc1ccc([N+](=O)[O-])cc1OC
 : -21%, 0%, 3.3, 2%, -4.2%, -18%, -1%, -0.3%, 5.2%, 48
CS(=O)(=O)/C(C#N)=C\c1cnc(S(=O)(=O)c2ccccc2)s1
 : 1%, 26%, 5.7, ., -1.4%, -7%, 8%, -0.1%, ., 71
CNC(=S)N1CCC(NC(=O)c2ccco2)CC1
 : -2%, 2%, 1.0, ., -1.8%, 8%, 1%, -1.9%, ., 60
C=CCSc1ncccc1C(=O)NCCc1ccccc1
 : -13%, -10%, -1.3, -7%, -2.1%, 3%, 3%, 0.7%, 0.3%, 79
O=C(NN1C(=O)c2ccccc2C1=O)c1ccc2c(c1)C(=O)N(CC1CCCO1)C2=O (stereo not drawn)
 : 7%, -6%, -0.4, 13%, -2.9%, -6%, 5%, -0.3%, -1.3%[50 µM], 52
CCCC(=O)Nc1ccc(Nc2ccccc2)cc1
 : ., -17%, 1.1, 23%, -2.9%, 10%, 73%, -0.2%, 2.5%, 75
Cc1onc(-c2ccccc2)c1C(=O)N/N=C/c1ccc(O)c([N+](=O)[O-])c1
 : 38%, -14%, -0.8, 8%, -6.6%, -8%, 0%, 0.2%, 1.8%[50 µM], 58
CCn1c(CNc2ccc(Cl)cc2)nnc1SCC(=O)OC1CCCCC1
 : 6%, -34%, -0.5, 3%, -2.1%, -5%, -5%, 0.2%, 1.4%, 51
CCOc1ccc(NC(=O)COC(=O)c2ncc(Cl)c(Cl)c2Cl)cc1
 : 12%, 1%, 0.3, 8%, 9.7%, 14%, 7%, -0.4%, 2.2%[50 µM], 58
Cc1ccc(C2=C(O)c3ccccc3C(=O)C2=O)cc1
 : 1%, -31%, 0.6, 5%, -1.3%, -3%, 2%, 0.6%, -1.0%, 61
C=C(C)CN(CC)C(=O)CSc1nc(O)cc(=O)n1C1CCCC1
 : -17%, -7%, 1.2, 5%, -7.7%, -4%, 9%, -0.1%, 0.4%, 39
CCn1c(C(=O)NC(C)c2ccc3c(c2)OCCO3)cc2sccc21 (stereo not drawn)
 : -28%, -3%, -1.5, 13%, -5.6%, 6%, -5%, -0.1%, 1.2%, 63
COc1ccc(-c2cc(C(=O)Nc3ccc(S(=O)(=O)Nc4ncccn4)cc3)c3ccccc3n2)cc1
 : 17%, -3%, -0.4, 8%, 2.8%, 2%, 4%, 0.6%, 0.4%, 57
O=C(NC(=S)NNC(=O)c1cnccn1)c1ccc(F)cc1
 : 16%, 10%, 0.6, 7%, -8.3%, 9%, 15%, -0.3%, -0.7%, 46
CCCn1nc(CC(=O)OCC)c2ccccc2c1=O
 : -21%, -38%, 1.7, 5%, 5.2%, 16%, 5%, -0.1%, 6.0%, 72
O=C(Nc1ccccc1F)Nc1ccccc1N1CCCCC1
 : 13%, 14%, 0.0, 0%, 4.6%, -6%, -8%, -0.1%, -0.1%, 66
CCCCN(CCCC)c1cc(C)nc(-c2ccccc2O)n1
 : -2%, 6%, 6.4, 10%, -1.9%, 8%, 16%, 0.2%, 0.3%, 36
CC1=C(C(=O)OC(C)C)C(c2ccccc2)NC(=S)N1C (stereo not drawn)
 : -12%, 11%, 2.8, 7%, -0.3%, 2%, 23%, -0.1%, 0.1%, 40
Cc1ccc([N+](=O)[O-])cc1S(=O)(=O)NCc1cccnc1
 : -4%, -6%, -0.5, 4%, 1.7%, 6%, -9%, 0.1%, 2.4%, 60
CC1(C)CC(=O)C2=C(C1)N(N1CCOCC1)C(N)=C(C#N)C2c1cccnc1 (stereo not drawn)
 : -34%, -7%, -0.7, 11%, 2.6%, -8%, 1%, -0.1%, 0.9%, 35
c1ccc(-c2nc3c([nH]2)CCc2nonc2-3)cc1
 : 16%, -38%, -0.2, 5%, -2.6%, -7%, 4%, -0.3%, 0.1%, 45
CCOc1cc(C(=O)NCc2ccccc2)ccc1OCC(=O)N1CCOCC1
 : 11%, -13%, -0.8, -29%, -0.5%, 2%, 4%, 0.8%, 1.3%, 28
O=C1NC(=O)/C(=C/c2ccc(-c3cccc([N+](=O)[O-])c3)o2)S1
 : -31%, 60%, 5.3, 6%, 3.2%, -19%, 1%, 0.2%, -0.1%, 57
O=C(CSC1=Nc2ccccc2C2=NC(CC(=O)NCc3ccco3)C(=O)N12)NCc1ccco1 (stereo not drawn)
 : -2%, -1%, -2.0, 10%, -2.9%, -23%, 42%, -0.1%, 1.8%, 83
Cc1ccc(C(=O)O/N=C/c2c(Cl)n(C)c3ccccc23)cc1
 : -40%, 8%, 9.2, 3%, 0.2%, 22%, -2%, -0.1%, 0.6%, 44
CCCCCC(=O)Nc1ccc(N2CCN(CC)CC2)c(Cl)c1
 : -19%, -47%, -1.1, 6%, -3.7%, 9%, 6%, -0.1%, 8.8%, 67
COc1cc(C(CC(=O)Nc2ncccc2C)N2Cc3ccccc3C2=O)cc(OC)c1OC (stereo not drawn)
 : 15%, 6%, 1.7, 8%, -9.4%, 6%, 53%, -0.3%, 0.0%, 92
O=C(Nc1ccc(S(=O)(=O)N2CCCCC2)cc1)C1CCCO1 (stereo not drawn)
 : -12%, -13%, 1.7, -1%, -1.1%, 15%, 13%, 0.1%, -0.6%, 49
CC(C)(C)OC(=O)N1CCN(c2ccc(NC(=O)c3ccco3)cc2)CC1
 : -39%, -9%, 1.2, 11%, -1.0%, -10%, 4%, -0.1%, 0.1%, 60
COP(=O)(OC)c1nc(-c2cccc3ccccc23)oc1N1CCOCC1
 : 0%, 7%, 1.0, 8%, 14%, -7%, -3%, -0.3%, 3.3%[50 µM], 78
COc1cc(C(=O)NCc2cc3cc(Cl)ccc3n2C)cc(OC)c1OC
 : -4%, -64%, 3.9, 9%, -0.6%, -8%, 4%, -0.1%, 0.2%, 56
O=C(Nc1nccs1)c1ccc([N+](=O)[O-])cc1
 : 3%, -8%, 0.5, 8%, -3.0%, 21%, 2%, -0.1%, 0.1%, 56
Cc1ccc(CS(=O)(=O)CCC(=O)NC2CC2)cc1
 : -3%, 7%, -1.4, 3%, -3.0%, -9%, 13%, -0.2%, 4.5%, 62
COc1ccc(-c2c3c(=O)n(C)c(=O)n(C)c3cn2N2CCOCC2)cc1
 : -9%, -9%, 6.3, 8%, -3.3%, -10%, -5%, 0.1%, 0.2%, 85
CCOC(=O)c1nn(-c2ccccc2)cc1O
 : 9%, -3%, 0.4, 8%, 1.0%, 9%, 6%, 0.2%, 0.0%, 63
COc1cccc(C(=O)CC(C#N)c2ccc(F)cc2)c1 (stereo not drawn)
 : -14%, -8%, -0.6, 13%, 2.4%, 16%, -3%, 0.0%, 0.2%, 74
C/C=C/c1cc(CN2CCN(c3ccccc3)CC2)c(O)c(OC)c1
 : 15%, -6%, 5.4, 10%, -3.3%, 6%, -4%, 0.5%, -0.4%, 33
c1coc(-c2ccnc(-c3ccncc3)n2)c1
 : -44%[20 µM], -13%, 2.2, 3%, 2.6%, -6%, -1%, -0.1%, 0.6%, 72
O=C(O)c1ccc(CNCc2ccc(Cl)cc2Cl)cc1
 : -9%, 17%, 1.6, 7%, 0.2%, 1%, 3%, -0.2%, 0.1%, 58
Cn1c(SCC(=O)Nc2cccc(Br)c2)nnc1-c1cc2ccccc2o1
 : -26%, -34%, 1.0, 6%, 2.6%, -5%, -19%, 0.0%, 0.2%, 84
CCOC(=O)C(Cc1ccccc1)(NC(C)=O)C(=O)OCC
 : 0%, -10%, 0.2, -7%, -0.6%, -2%, 2%, 0.0%, 0.7%, 41
CCCOc1ccc(Cc2c(COCC)[nH]c(=S)[nH]c2=O)cc1
 : -22%, -18%, 0.1, ., 1.3%, 16%, 14%, 0.6%, ., 96
COc1cc(S(=O)(=O)N2CCCCCC2)c(OC)cc1Br
 : -2%, 1%, 1.5, 3%, -1.9%, 30%, 2%, 0.2%, 0.1%, 83
Cc1cccc(S(=O)(=O)Nc2ccc(C)c3c2OC(C)(C)C3)c1
 : -49%, 21%, -5.1, 0%, 2.2%, 10%, -6%, -0.2%, 2.5%, 92

(cont.)
Second line of a record: KOR beta-arrestin-1, NOD1 inhibition, NTR1 ag, Rac1 GTP hydrolysis, KOR beta-arrestin-2, GPR35 arrestin U2OS, GPR55 antagonists, GPR55 activation, K1F lysis inhibition, NTR1 ag cell count 20 µM
COc1ccccc1C1(CCN=Cc2ccc(N(C)C)cc2)CCOC(C)(C)C1 (stereo not drawn)
 : 17%, -7%, -0.7, 2%, -0.6%, 1%, 3%, -0.1%, 0.2%, 48
COCCNC(=O)c1ccc2nc(Cc3ccc(OC)c(OC)c3)oc2c1
 : -22%[20 µM], -47%, -0.9, 7%, -6.5%, 14%, -7%, -0.3%, 0.5%, 46
Cc1ccc(NC(=O)CN(C)C(=O)Cc2ccc(Cl)cc2Cl)cc1
 : 16%, -12%, -0.3, -1%, -2.7%, 2%, -12%, -0.2%, -0.3%, 37
Cc1cc(Nc2ccc([N+](=O)[O-])cc2)c2ccccc2n1
 : -24%, -1%, 8.5, 4%, -1.1%, 15%, 10%, -0.2%, 0.6%, 65
Cc1ccc(NCC(=O)N/N=C\C(Br)=C\c2ccccc2)cc1
 : 1%, 11%, 0.2, 5%, -1.3%, -12%, 0%, -0.2%, -5.1%, 58
O=C(CC1CCCCC1)NCc1ccc(Cl)cc1
 : -42%[20 µM], 32%, 2.5, 5%, 4.3%, 5%, 1%, -0.2%, 0.9%, 75
COC(=O)c1cc(OC)c(OC)cc1NC(=O)CC1CCCCC1
 : -6%, 5%, 2.2, 8%, -0.1%, 13%, 8%, -0.2%, -1.1%, 35
